OXTR potentiate: potentiators of human oxytocin receptor; 320,000 tested, 0.061% active; AID 2445; P30559; CHO-OTR cells, Fluo-8 calcium fluorescence, potentiator mode; 0% = oxytocin EC15, 100% = EC100; activation, % at 3 µM;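 active means activation above that plate's cutoff, the mean activation of tested compounds plus 3 SD, cut at about 6.6% in these data, passing the limit was not always enough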;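 further: 100% uses oxytocin at 75 nM as the full agonist control; some results filed as inactive read as strong as hits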
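Material: CHO-OTR cells, human receptor; compound dosing: single dose, 3.0 µM nominal final compound concentration; schedule: 6 min compound pre-incubation at room temperature, 100 s kinetic read; measured by: kinetic Fluo-8 calcium fluorescence; read-out basis: % activation vs EC15 and EC100 oxytocin; controls: EC15 oxytocin alone as 0%, 75 nM oxytocin as 100%; replicates: singlicate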
M1 antag: antagonists of human M1 muscarinic receptor; P11229; CHO-K1 hM1, Fluo-8 calcium fluorescence, ACh EC80 antagonist; inhibition, % at 3 µM; 360,000 tested, 1.3% active;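 active means percent inhibition above its own plate's cutoff, namely the mean of that plate's compound wells plus 3 SD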;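 further: peak over basal fluorescence ratio during 140 s after agonist addition; 0% = ACh EC80 plus DMSO and 100% = DMSO alone without agonist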
Target sequence (P11229 whole entry, looked up): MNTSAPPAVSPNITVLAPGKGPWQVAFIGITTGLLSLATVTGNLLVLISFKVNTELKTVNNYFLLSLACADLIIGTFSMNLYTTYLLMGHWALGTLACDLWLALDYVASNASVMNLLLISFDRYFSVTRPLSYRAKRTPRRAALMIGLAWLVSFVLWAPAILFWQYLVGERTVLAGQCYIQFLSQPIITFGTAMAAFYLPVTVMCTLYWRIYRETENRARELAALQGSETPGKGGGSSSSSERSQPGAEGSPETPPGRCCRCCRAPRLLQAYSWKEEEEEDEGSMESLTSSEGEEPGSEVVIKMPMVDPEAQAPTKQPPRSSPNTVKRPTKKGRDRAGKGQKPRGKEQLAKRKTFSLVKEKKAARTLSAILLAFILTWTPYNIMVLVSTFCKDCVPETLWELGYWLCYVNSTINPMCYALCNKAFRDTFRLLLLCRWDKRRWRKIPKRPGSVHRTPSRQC
TAAR1 antagonist: antagonists of human TAAR1; inhibition, % at 3 µM; 360,000 tested, 1.5% active; Q96RJ0; AID 624466; CHO RD-HGA16 TAAR1, Fluo-8 calcium fluorescence, antagonist;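 active means inhibition above a per-plate cutoff, the mean inhibition of test compounds on that plate plus 3 SD, cut at about 49% in these data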;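 further: 0% = DMSO plus EC80 beta-PEA response and 100% = DMSO alone without agonist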
Target sequence (Q96RJ0 whole entry, looked up): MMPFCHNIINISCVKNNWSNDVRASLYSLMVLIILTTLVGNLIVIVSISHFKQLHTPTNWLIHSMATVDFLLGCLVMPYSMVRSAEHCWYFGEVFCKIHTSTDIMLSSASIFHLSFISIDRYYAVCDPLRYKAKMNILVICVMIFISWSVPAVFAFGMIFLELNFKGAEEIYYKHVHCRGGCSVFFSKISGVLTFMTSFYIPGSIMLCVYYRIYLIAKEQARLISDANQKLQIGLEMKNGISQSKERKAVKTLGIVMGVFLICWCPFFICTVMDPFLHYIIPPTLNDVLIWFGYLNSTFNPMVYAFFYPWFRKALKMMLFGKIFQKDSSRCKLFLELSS
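Assay system: CHO-derived RD-HGA16 cells stably expressing human TAAR1 plus Gα16. Timing: 140 s kinetic read after compound, 140 s after agonist. Technique: kinetic Fluo-8 calcium fluorescence measurement. Measure: % inhibition of agonist calcium response.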
TAAR1 agonist: agonists of human TAAR1; Q96RJ0; 360,000 tested, 0.99% active; CHO RD-HGA16 TAAR1, Fluo-8 calcium fluorescence; vehicle wells 0%, saturating PEA agonist 100%; activation, % at 3 µM;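 active means activation above the mean activation of all test compounds in the run plus 3 SD, cut at about 38% in these data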
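Assay system: CHO-derived RD-HGA16 cells with stable Gα16 and human TAAR1; timing: 17-24 h seeding, 75 min 37 °C dye, 30 min RT; read-out: % activation from peak over basal fluorescence ratio, DMSO-to-PEA scaled; measured by: kinetic Fluo-8 calcium fluorescence; benchmarks: low control DMSO, high control PEA (EC100); doses: 3 µM single concentration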
M1 ag parental: counter-screen for M1 agonists: effect in parental CHO-K1 cells | Fluo-8 calcium fluorescence; scaled to maximal ATP response, vehicle zero | activation, % at 3 µM | 360,000 tested, 0.48% active | AID 602248; in the data active means activation above about 15%;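 further: untransfected CHO-K1 host cells lacking M1 receptor as counterscreen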
CHO-K1 Ca antag: M1 antagonist counterscreen hit in parental CHO-K1 cells; 360,000 tested, 0.6% active; inhibition, % at 3 µM; ATP-induced calcium, Fluo-8 fluorescence; AID 602250;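 active means inhibition above a per-plate cutoff, the plate's mean sample inhibition plus 3 SD, cut at about 24% in these data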;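 further: 0% = DMSO plus EC80 ATP and 100% = DMSO alone without ATP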
CHRM1 agonist: agonists of human M1 muscarinic receptor; P11229; activation, % at 3 µM; 360,000 tested, 0.33% active; CHO-K1 hM1, Fluo-8 calcium fluorescence, agonist mode; 0% DMSO, 100% acetylcholine EC100;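 active means activation above the run's mean compound activation plus 3 SD, cut at about 16% in these data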;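 further: peak over basal fluorescence ratio within a 140 s kinetic read after compound addition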
CHO parental Ca: signal in parental CHO cells, OX1R antagonist counter-screen; parental CHO-K1, ATP-induced calcium, Fluo-8 fluorescence; inhibition, % at 5.6 µM; 330,000 tested, 0.63% active;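 active means inhibition above that plate's mean sample inhibition plus 3 SD, cut at about 26% in these data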;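 further: 0% = ATP-challenged DMSO wells and 100% = DMSO wells without ATP; some compounds past the cut are filed as inactive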
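Assay system: untransfected parental CHO cell line. Also added: ATP agonist challenge. Dosing: one dose, 5.6 µM nominal. Measured by: Fluo-8 fluorescence. Read-out: % inhibition. Benchmarks: ATP wells versus no-ATP DMSO wells. Repeats: no replicates.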
CHO-K1 Ca PAM: M1 PAM counterscreen hit in parental CHO-K1 cells | ATP EC20, Fluo-8 calcium fluorescence; 0% at ATP EC20, 100% at ATP max | AID 602247 | 360,000 tested, 0.02% active | activation, % at 3 µM;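 active means activation above the run cutoff, the mean activation of all test compounds plus 3 SD, cut at about 40% in these data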;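 further: peak over basal fluorescence ratio in a 140 s read after ATP addition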
* hit, by the source's call; . = not tested or not shown.

entry	Molecule	OXTR potentiate	M1 antag	TAAR1 antagonist	TAAR1 agonist	M1 ag parental
1	Cc1ccc(N=c2oc3cc(O)ccc3cc2C(N)=O)cc1	-22	-8	-9	11	-0.1
2	Cc1ccc2[nH]c(C(=O)N3CCN(c4cccc(Cl)c4)CC3)cc2c1	-1	-9	10	0	2.1
3	O=C(CCCC(=O)c1ccccc1)Nc1ccc(F)cc1	-1	-5	-8	3	1.1
4	CCOC(=O)N1CCN(CC(O)COc2ccccc2[N+](=O)[O-])CC1 (stereo not drawn)	-10	21	-15	2	7.0
5	COc1ccc2[nH]c3c(c2c1)CCN1C(=O)C(CC(=O)NCCN2CCOCC2)C[C@H](C(=O)N2CCCCC2)[C@@]31CCc1ccccc1 (stereo partly drawn)	.	-10	-9	0	0.0
6	N#CC1=C(N)N=C(SCc2ccccc2)C(C(N)=O)C12CCCCC2 (stereo not drawn)	2	0	3	15	1.3
7	CCc1nc(CN(C)C(=O)C2CCC(=O)N(CCc3cccc(F)c3)C2)no1 (stereo not drawn)	-3	-4	-26	3	0.2
8	COc1ccc(S[C@@H](CCN2CC[C@H](O)CCC2=O)c2ccccc2)cc1	-7	-3	3	14	1.0

entry	CHO-K1 Ca antag	CHRM1 agonist	CHO parental Ca	CHO-K1 Ca PAM
1	-4	0	3	-2
2	6	-1	-13	-12
3	-5	-2	-14	-3
4	13	-7	-5	4
5	1	1	-7	-8
6	-21	-6	17	18
7	-3	-3	-1	-4
8	-9	-5	-11	5

More results.
entry	Molecule	OXTR potentiate	M1 antag	TAAR1 antagonist	TAAR1 agonist	M1 ag parental
9	CCn1nnc(NC(=O)COc2cc(C)ccc2C(C)C)n1	0	-8	15	15	0.9
10	COc1ccc(C(=O)n2nc(C)cc2C)cc1Br	1	3	16	17	-0.1
11	CCC(C(=O)NC1CCCCC1)n1c2ccccc2c2nc(=O)cc(C)n21 (stereo not drawn)	3	-8	-1	-1	0.0
12	CCOC(=O)c1cccc(Nc2ncnc3ccccc23)c1	-7	-62	-4	9	3.8
13	COc1ccc(NC(=O)CN(C)C(=O)c2ccc(=O)[nH]c2)cc1	-7	-7	-18	1	1.2
14	CC(C)c1ccc(C(=O)N2CCCCC2c2cc(C(=O)NCc3cccnc3)no2)cc1 (stereo not drawn)	.	-11	-21	3	1.1
15	COc1ccc(-c2cn3cc(Cl)ccc3n2)cc1OC	0	-8	-26	-4	1.4
16	CCCCSc1nnc(CSc2ncccn2)n1C	-6	-11	-2	1	0.1

entry	CHO-K1 Ca antag	CHRM1 agonist	CHO parental Ca	CHO-K1 Ca PAM
9	-19	-5	-9	19
10	16	-6	3	-8
11	-14	-2	-11	16
12	-14	7	-21	19
13	-8	-6	6	17
14	-12	-4	.	10
15	-7	-9	-19	16
16	-17	-1	-2	20

The results go on:
entry	Molecule	OXTR potentiate	M1 antag	TAAR1 antagonist	TAAR1 agonist	M1 ag parental
17	COc1cccc(C2/C(=C(\O)c3ccc4c(c3)OCCO4)C(=O)C(=O)N2c2nnc(C)s2)c1 (stereo not drawn)	-7	1	-1	1	0.1
18	COc1ccc(NC(=O)N2CCC(C(=O)c3ccc(F)cc3)CC2)cc1	-9	-4	-14	5	0.1
19	COc1ccc(NC(=O)CN2CCCC(C)C2)c([N+](=O)[O-])c1 (stereo not drawn)	-1	5	-9	13	0.4
20	C/C(=N\NC(=S)Nc1c(C)cccc1C)c1ccc(O)cc1	-5	0	-5	0	0.8
21	CN(c1ccccc1)S(=O)(=O)c1ccc(C(=O)N2CCCC2)cc1	-8	11	0	-2	0.1
22	O=C(Cc1coc2cc(O)ccc12)NNC(=O)c1cccs1	-7	-7	-3	0	0.0
23	COc1ccc(OC)c(NC(=O)CCCN2C(=S)NC(C)(C)CC2C)c1 (stereo not drawn)	1	-3	5	0	0.2
24	COc1cc2c(cc1OC)CN(C(=O)CN1C(=O)NC3(CCCCC3C)C1=O)CC2 (stereo not drawn)	.	-8	-46	2	0.6

entry	CHO-K1 Ca antag	CHRM1 agonist	CHO parental Ca	CHO-K1 Ca PAM
17	2	0	-3	-15
18	0	-1	-9	15
19	-11	-4	-19	13
20	-15	-1	-3	-2
21	-2	-3	-6	-17
22	3	-2	-2	-6
23	2	-1	-8	12
24	-9	-1	.	6

3 entries from above, ordered by their value in OXTR potentiate, largest number first.
| no. | Compound | OXTR potentiate |
| --- | --- | --- |
| 23 | COc1ccc(OC)c(NC(=O)CCCN2C(=S)NC(C)(C)CC2C)c1 (stereo not drawn) | 1 |
| 20 | C/C(=N\NC(=S)Nc1c(C)cccc1C)c1ccc(O)cc1 | -5 |
| 17 | COc1cccc(C2/C(=C(\O)c3ccc4c(c3)OCCO4)C(=O)C(=O)N2c2nnc(C)s2)c1 (stereo not drawn) | -7 |

(listing goes on)
entry	Molecule	OXTR potentiate	M1 antag	TAAR1 antagonist	TAAR1 agonist	M1 ag parental
25	O=C(COC(=O)c1cn(-c2ccccc2)nc1-c1cccs1)NC1CC1	-3	-5	17	9	2.2
26	CC(=O)Nc1ccc(CNc2nc(NC(C)C)nc3ccsc23)cc1	.	8	-12	1	-0.3
27	COc1ccc(-n2ccnc(SCC(=O)NC3CCCC3)c2=O)cc1OC	-10	-10	-19	3	1.6
28	CCC(=O)Nc1cc2c(C)cc(=O)oc2cc1C	-3	-13	11	0	0.7
29	O=C(NCc1cccnc1)c1cccc(C(F)(F)F)c1	0	-6	6	9	0.2
30	O=C(Cn1nc(C(F)(F)F)c2c1CCCC2)N1CCOCC1	-8	-1	0	5	8.8
31	CN(C)c1ccc(NC(=O)CSc2nnc(C3CCCCC3)n2N)cc1	-8	-2	-16	1	0.2
32	Cn1cc(CN2CCCC(CO)(Cc3cccc(Cl)c3)C2)cn1 (stereo not drawn)	-2	-3	-2	0	1.1

entry	CHO-K1 Ca antag	CHRM1 agonist	CHO parental Ca	CHO-K1 Ca PAM
25	-9	-3	-20	11
26	-7	-9	.	6
27	-1	0	13	6
28	-10	-2	-4	18
29	-13	-1	-12	-9
30	-5	-5	-3	28
31	-17	-5	-8	9
32	-5	-6	-8	3

Next section.
entry	Molecule	OXTR potentiate	M1 antag	TAAR1 antagonist	TAAR1 agonist	M1 ag parental
33	O=C(CSc1n[nH]c(=O)[nH]c1=O)Nc1cccc(S(=O)(=O)N2CCOCC2)c1	-10	-12	-9	3	0.0
34	O=C(CNS(=O)(=O)c1ccc(Br)cc1)NCc1cccnc1	-3	5	-21	2	0.5
35	COc1cccc(C(=O)NCC(=O)N/N=C(\C)Cc2ccccc2)c1	-7	-4	-4	-2	-0.1
36	CCOC(=O)c1cnn(-c2ccccc2)c1-n1cccc1C(=O)C(=O)Nc1ccccc1C(F)(F)F	-10	6	16	5	0.4
37	COC(=O)c1ccc(Nc2cc(C)nc(-c3ccccc3O)n2)cc1	-5	5	36	8	3.2
38	O=C(c1ccc(Cl)cc1)[C@@H]1[C@@H]2C(=O)N(c3cccc4ccccc34)C(=O)[C@@H]2C2c3ccccc3C=NN21 (stereo partly drawn)	-10	-12	1	3	2.9
39	CC1(C(=O)Nc2cccc(Oc3ccccc3)c2)CCN1Cc1ccccc1Cl (stereo not drawn)	.	-8	-4	0	0.2
40	CCCNC(=O)CCc1c(C)nc2c(c(C)nn2-c2ccccc2)c1C	2	-10	-28	2	1.7

entry	CHO-K1 Ca antag	CHRM1 agonist	CHO parental Ca	CHO-K1 Ca PAM
33	-12	-3	6	10
34	-2	-2	8	-9
35	-17	-3	-9	11
36	-1	-4	-5	6
37	-6	-2	-17	0
38	-11	0	-9	20
39	-8	-3	.	0
40	0	-1	-15	-2

Going on with the list.
entry	Molecule	OXTR potentiate	M1 antag	TAAR1 antagonist	TAAR1 agonist	M1 ag parental
41	COC(=O)C1C(=O)NC(SC)=C(C#N)C1c1ccccc1 (stereo not drawn)	-18	5	20	2	-0.4
42	COc1cc(Cl)c(C)cc1NC(=O)COc1ccc(C)nc1[N+](=O)[O-]	.	-18	-18	0	0.3
43	Cc1cc(C)cc(NC(=O)[C@H](Cc2c[nH]c3ccccc23)NC(=O)[C@@H]2Cc3ccccc3CN2)c1	-6	-2	13	5	1.1
44	CSc1cccc(NC(=O)CCC(=O)O)c1	-4	-15	14	1	0.9
45	COC(=O)c1sccc1NS(=O)(=O)c1ccccc1	-3	6	-26	3	0.1
46	N#Cc1ccccc1NC(=O)CC1CCCCC1	2	-11	-3	5	-0.3
47	N#C/C(=C\N1CCOCC1)C(N)=O	-6	4	-6	6	0.9
48	CC1CCCN(c2ccc(C(=O)NCC3CCCO3)cn2)C1 (stereo not drawn)	-4	-14	3	10	0.1

entry	CHO-K1 Ca antag	CHRM1 agonist	CHO parental Ca	CHO-K1 Ca PAM
41	0	-3	-8	2
42	-1	6	.	7
43	7	-1	-15	3
44	-5	0	-6	17
45	-1	-4	1	-10
46	-11	-5	-7	17
47	13	-2	0	-17
48	-14	-4	-2	-3

Compound profiles (already shown). Values in the order: OXTR potentiate | M1 antag | TAAR1 antagonist | TAAR1 agonist | M1 ag parental | CHO-K1 Ca antag | CHRM1 agonist | CHO parental Ca | CHO-K1 Ca PAM
Entry for `CSc1cccc(NC(=O)CCC(=O)O)c1` = -4 | -15 | 14 | 1 | 0.9 | -5 | 0 | -6 | 17
Entry for `N#Cc1ccccc1NC(=O)CC1CCCCC1` = 2 | -11 | -3 | 5 | -0.3 | -11 | -5 | -7 | 17
Entry for `N#C/C(=C\N1CCOCC1)C(N)=O` = -6 | 4 | -6 | 6 | 0.9 | 13 | -2 | 0 | -17

(further entries)
entry	Molecule	OXTR potentiate	M1 antag	TAAR1 antagonist	TAAR1 agonist	M1 ag parental
49	CC(NC(=O)COC(=O)c1c[nH]c2ccccc12)c1ccccc1 (stereo not drawn)	-8	-17	7	4	2.1
50	CC(C)(C)NC(=O)COC(=O)c1ccc(O)cc1	2	-5	4	23	0.6
51	CC1(C(=O)NCc2cccc(C(F)(F)F)c2)CCN1CCc1ccccc1 (stereo not drawn)	.	-15	-11	3	-0.5
52	O=[N+]([O-])c1cc2c(cc1CN1CCN(CCOCCO)CC1)OCO2	5	-4	-5	3	-0.2
53	Cc1[nH]c(C(=O)N/N=C/c2ccc(N(C)C)cc2)c(C)c1C(=O)N/N=C/c1ccc(N(C)C)cc1	0	-3	-32	1	0.3

entry	CHO-K1 Ca antag	CHRM1 agonist	CHO parental Ca	CHO-K1 Ca PAM
49	-1	6	-9	-17
50	-19	-2	-5	18
51	0	-8	.	0
52	-2	2	-8	3
53	-3	-1	-14	7
